Compound activity from PubChem.
Vif-APOBEC3G blk: Vif-A3G binding inhibition; Potency, µM (doses to about 46.1 µM), for inactives: top-dose activity, negative = active, most hits filed as inhibitors; Q9HC16; 0.076% of 410,000 active; HeLa A3G-eYFP + Vif (tagged APOBEC3G with the HIV-1 protein that degrades it), YFP fluorescence, overnight;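 also: potency is read from the fitted curve at half-maximal effect; % is scaled to controls: 0 for no effect and ±100 for the full control effect; nearly all actives have a fitted effect of over 60% in size; hits raise eYFP signal because A3G escapes Vif-driven loss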
Target sequence (Q9HC16 whole entry, looked up): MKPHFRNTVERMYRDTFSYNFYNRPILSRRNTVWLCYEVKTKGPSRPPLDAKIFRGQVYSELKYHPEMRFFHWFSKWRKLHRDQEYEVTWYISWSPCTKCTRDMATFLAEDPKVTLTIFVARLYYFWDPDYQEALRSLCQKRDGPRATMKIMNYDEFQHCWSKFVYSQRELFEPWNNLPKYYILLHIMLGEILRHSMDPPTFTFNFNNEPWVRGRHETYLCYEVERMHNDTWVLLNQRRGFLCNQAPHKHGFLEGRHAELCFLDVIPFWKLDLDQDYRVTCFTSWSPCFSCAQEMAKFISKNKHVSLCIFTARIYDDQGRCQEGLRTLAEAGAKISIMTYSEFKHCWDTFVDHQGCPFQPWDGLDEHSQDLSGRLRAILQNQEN
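HeLa cells stably expressing Vif and C-terminally eYFP-tagged A3G, seeded overnight at 37 deg C, then exposed to compound by pintool overnight at 37 deg C. Rise in yellow fluorescence (Ex 488/Em 500-530, Acumen) marks blocked Vif-driven A3G degradation.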
Vif-APOBEC3F blk: inhibitors of Vif-A3F interaction; 0.2% of 390,000 active; HeLa A3F-eYFP + Vif (tagged APOBEC3F with the HIV-1 protein that degrades it), YFP fluorescence increase; Potency, µM (series often up to 46.1 µM), without a hit: top-dose activity, negative = active; AID 602313; also: potency is read from the fitted curve at half-maximal effect; % of control where 0% means no effect; nearly all actives have a fitted effect of over 65% in size
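HeLa cells stably expressing Vif plus C-terminally eYFP-tagged A3F were seeded, incubated overnight at 37 deg C, dosed with compound, incubated overnight again at 37 deg C. Yellow fluorescence (Ex 488/Em 500-530) reported blocked Vif-mediated A3F-eYFP degradation.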
LDHA inh: blocks human lactate dehydrogenase A | 0.15% of 480,000 active | purified LDHA, NADH/diaphorase-resazurin fluorescence; stronger effect = lower value | activity change, % (values are at about 110 or 230 µM) | AID 1347041 | P00338; in the data active = activity change below about -30%; inconclusive = mostly about -25% to -30%;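 also: plate controls were DMSO wells for no effect and wells without enzyme for full effect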
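LDH5 2 nM; NADH 0.06 mM, pyruvate 0.2 mM; 200 mM Tris pH 7.4, EDTA, Tween-20; 5 min RT. Detection: diaphorase 0.133 mg/mL + resazurin 37 µM, fluorescence ex540/em590 at 0 and 20 min; normalized to enzyme-free and DMSO wells.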
USP1-UAF1 inh: blocks the human USP1/UAF1 deubiquitinase complex; O94782; recombinant USP1/UAF1, Ub-Rhodamine cleavage fluorescence; Potency, µM (top dose mostly 57.1 µM), for the others: at the top dose activity change, negative = inhibition, hits mostly inhibitors; 0.23% of 390,000 active; AID 743255; also: potency is read from the fitted curve at half-maximal effect; % is scaled to controls: 0 for no effect and ±100 for the full control effect; nearly all actives have a fitted effect of over 60% in size; inactives centre near -12
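USP1/UAF1 complex (1 nM) preincubated 15 min at room temperature with compound, then Ub-Rho substrate (150 nM final) added. Kinetic fluorescence at 480/540 nm over 6 reads at 60 s intervals; 50 mM HEPES pH 7.8, 0.5 mM EDTA, 0.1 mg/ml BSA, 1 mM TCEP, 0.01% Tween-20.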
RXFP1 ag: agonists of human relaxin receptor RXFP1 | Q9HBX9 | HEK293T-RXFP1 cAMP TR-FRET, 30 min; response scale: percent of porcine relaxin response, buffer zero | Potency, µM (doses to about 57.5 µM), inactives show top-dose activation, usual class: activators | 0.3% of 370,000 active | AID 2676; also: potency is read from the fitted curve at half-maximal effect; % is scaled to controls: 0 for no effect and ±100 for the full control effect; nearly all actives have a fitted effect of over 60% in size; many of its hits are not listed in these tables
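HEK293 cells stably expressing RXFP1, treated 30 min at 37C with compounds plus PDE4 inhibitor Ro 20174; cAMP measured by HTRF TR-FRET. Normalized to buffer and 29 nM porcine relaxin; EC50 by Hill fit.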
PI4K2A block: PI4K2A (human) kinase inhibition; Q9BTU6; purified PI4K2A, ADP-Glo luminescence, 1 h; stronger effect = lower value; activity change, negative = inhibition, % at 76.9 µM; 0.13% of 420,000 active; AID 1346378; in the data active = activity change below about -50%; inconclusive = mostly about -30% to -49%;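 also: -100% = wells without enzyme as full effect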
Target sequence (Q9BTU6 whole entry, looked up): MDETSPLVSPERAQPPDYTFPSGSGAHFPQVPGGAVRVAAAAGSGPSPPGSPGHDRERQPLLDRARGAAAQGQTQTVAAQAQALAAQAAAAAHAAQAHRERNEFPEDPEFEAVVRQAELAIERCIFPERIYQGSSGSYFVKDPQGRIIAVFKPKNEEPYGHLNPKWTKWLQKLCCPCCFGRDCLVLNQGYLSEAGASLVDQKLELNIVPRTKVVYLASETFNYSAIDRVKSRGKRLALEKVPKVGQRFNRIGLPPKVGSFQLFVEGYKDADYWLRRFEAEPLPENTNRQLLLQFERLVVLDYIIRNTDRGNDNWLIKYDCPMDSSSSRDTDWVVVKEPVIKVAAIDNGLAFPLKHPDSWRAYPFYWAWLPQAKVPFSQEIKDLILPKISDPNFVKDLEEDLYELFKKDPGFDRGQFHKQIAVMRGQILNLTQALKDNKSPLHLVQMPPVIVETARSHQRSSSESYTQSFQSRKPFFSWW
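ADP-Glo luminescence measured ADP generated by PI4K2A enzyme (4 ug/mL before mixing) with 1.2 mM PI substrate (pre-mix) and 300 microM ATP (pre-mix). Tris pH7.5 buffer with MgCl2, Triton X-100; 1 h reaction at ambient temperature.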
GRP78 ERSR act: induces the endoplasmic reticulum stress response in human glioma cells; AID 602332; Potency, µM, for inactives: at the highest dose activation, hits mostly activators; U87-MG GRP78 promoter luciferase reporter, 16 h; 0.02% of 420,000 active; also: potency is read from the fitted curve at half-maximal effect; series mostly up to about 76 µM; % of control where 0% means no effect; nearly all actives have a fitted effect of over 35% in size
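ERSR induction read as luciferase luminescence (Bright-Glo, 10 min at room temperature) in stably transfected human U87-MG glioma cells exposed to compounds for 16 h, using GRP78 as sensor.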
mIDH1 inhibitor: blocks human mutant IDH1 R132H enzyme; AID 602179; 0.093% of 390,000 active; IDH1-R132H enzyme, NADPH consumption, diaphorase/resazurin fluorescence; Potency, µM (titrated, usually from 76.6 µM), for inactives: top-dose activity change, negative = inhibition, actives largely listed as inhibitors; O75874; also: potency is read from the fitted curve at half-maximal effect; % is scaled to controls: 0 for no effect and ±100 for the full control effect; nearly all actives have a fitted effect of over 65% in size
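IDH1-R132H (0.5 ug/mL dispensed) in pH 7.5 Tris buffer was preincubated 30 min with compound, then given a substrate mix of 0.016 mM NADPH and 2 mM alpha-KG for 80 min at room temperature; remaining NADPH was read by diaphorase/resazurin fluorescence.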
TrxR1 substrate: substrates of rat thioredoxin reductase 1; O89049; purified TrxR1 substrate turnover, NADPH consumption readout; Potency, µM (series often up to 114 µM), for the others: top-dose activity change, negative = substrate turnover; 0.01% of 390,000 active; also: potency is read from the fitted curve at half-maximal effect; % is scaled to controls: 0 for no effect and ±100 for the full control effect; nearly all actives have a fitted effect of over 50% in size
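Rat TrxR1, dispensed at 90 nM, was prereduced with 400 uM NADPH (final) for 5 min at ~22 deg C, then incubated with compound 15 min before 400 uM selenite. A first-read NADPH fluorescence drop versus no-compound background flagged substrates.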
Active calls of the source: *; u = inconclusive; x = no result given; [ ] = dose if it differs, or a comment. Unless noted, calls follow the shape of the dose curve; as a rule, active = well fitted curve in the direction sought with a large enough effect; inconclusive = small, poorly fitted or top-dose-only effect, or another doubt; inactive = no such curve, though single readings can be large; an effect the other way counts as inactive or inconclusive.

SMILES | Vif-APOBEC3G blk | Vif-APOBEC3F blk | LDHA inh | USP1-UAF1 inh | RXFP1 ag | PI4K2A block | GRP78 ERSR act | mIDH1 inhibitor | TrxR1 substrate
O=C(CN(C(=O)CNC(=O)c1ccco1)c1ccc2c(c1)OCCO2)NC1CCCC1 | -1% | -6% | -9 | -10% | -1.8% | -1 | -4% | 5% | 0%
COc1cc(-c2nc(C(N)=O)c3c(n2)n(-c2cccc(C)c2)c(=O)n3C)cc(OC)c1OC | -1% | 2% | -4 | -16% | 1.3% | -6 | -3% | 8% | 3%[57.1 µM]
Cc1ccc(-c2nc(C3CCN(S(=O)(=O)c4ccc(C(C)(C)C)cc4)CC3)no2)cc1 | 4% | 0% | -1 | -30% | -1.5% | 0 | 1% | 5% | 5%
COc1cccc(-c2cc(C(=O)O)[nH]n2)c1 | 1% | -5% | -8 | -25% | -0.4% | -2 | -1% | 2% | 14%[57.1 µM]
Cc1ccc(CNC(=O)c2cc3c(s2)CS(=O)(=O)C3)cc1 | -7% | 2% | -3 | -11% | -0.4% | 8 | -6% | -4% | 4%[57.1 µM]
CCSc1nnc2c(n1)OC=Nc1ccc(Br)cc1-2 | 0% | 0% | 4 | -3% | 6.5% | -1 | -2% | 2% | -13%
O=C(NNC(=O)c1cccs1)c1ccc(Br)cc1 | -1% | 2% | -2 | 2% | -1.5% | 2 | 7% | -3% | -6%[57.1 µM]
O=C(Nc1ccc(F)cc1)N1CCCN(c2nccc(C(F)(F)F)n2)CC1 | 5% | 4% | 0 | -10% | 2.6% | -2 | -6% | 0% | -2%
Cc1ccc(-c2nc3ccc(Br)cn3c2Cc2cccc(Cl)c2)cc1 | -3% | x | -5 | x | x | -2 | 0% | x | x
COc1ccc(N(C)C(=O)c2ccc3c(c2)nnn3C)cc1 | -3% | -27% | -9 | -15% | 1.0% | 7 | -3% | 25% | 11%[57.1 µM]
CCN(CC)CCN(C(=O)C1=COCCO1)c1nc2c(OC)ccc(OC)c2s1 | 1% | 6% | -2 | -19% | -1.9% | -1 | -3% | 6% | -5%
O=C(Nc1ccc(Cl)c(Cl)c1)Nc1ccc(Br)cc1F | 6% | -13% | -8 | -23% | -0.9% | 1 | -5% | 8% | -13%
Cc1ccc(C)c(N2CCN(S(=O)(=O)c3c(C)noc3/C=C/N(C)C)CC2)c1 | -5% | 0% | 2 | -17% | 0.3% | 11 | -7% | 9% | -12%
CCc1nc2ccc(C(=O)NCCCN3CCCC3=O)cn2c1N(CC)Cc1cccc(Br)c1 | -3% | x | -6 | x | x | -5 | -3% | x | x
O=[N+]([O-])c1ccccc1S(=O)(=O)N1CCN(Cc2ccccc2)CC1 | 1% | -7% | -3 | -17% | 0.8% | -5 | -4% | -2% | -5%
CCN(CC)CCNC(=O)c1sc2nc3n(c(=O)c2c1C)CCCCC3 | 0% | 0% | 2 | -6% | -0.9% | -2 | -3% | 8% | 8%[11.4 µM]
COc1cc(C2C(Oc3ccccc3C)C(=O)N2Cc2ccc(F)cc2)cc(OC)c1OC (configuration not stated) | -1% | -11% | -1 | -18% | 0.1% | 4 | -1% | 0% | 14%[57.1 µM]
COc1ccc(N2C(=O)CSC23C(=O)N(Cc2ccccc2F)c2ccccc23)cc1Cl (configuration not stated) | 1% | -3% | -8 | -18% | 0.1% | -11 | -2% | -18% | -2%
Cc1csc(NC(=O)c2ccc(S(=O)(=O)N3CCN(C)CC3)cc2)n1 | 0% | 0% | -2 | -5% | 0.0% | -2 | -3% | -2% | -3%
O=C(COc1ccc2ccccc2c1)Nc1ccc(S(=O)(=O)N2CCCCCC2)cc1 | -1% | -3% | 3 | -23% | 3.7% | -2 | -12% | 1% | 4%
COc1ccccc1OCCNC(=O)C1CC(=O)N(c2cccc(SC)c2)C1 (configuration not stated) | 0% | 1% | 2 | -21% | -1.2% | -19 | 0% | -3% | 15%[57.1 µM]
CN1CCN(C(=O)c2cnn(-c3ccccc3)c2NC(=O)c2cccs2)CC1 | 6% | 2% | -7 | -13% | -0.9% | 0 | -4% | -1% | 9%[57.1 µM]
O=C(NCC1CCCO1)c1cc2n(n1)C(C(F)(F)F)CC(c1ccc(Br)cc1)N2 (configuration not stated) | 0% | -4% | -4 | -20% | 0.2% | -3 | -3% | -1% | 4%[57.1 µM]
CCN(CC)c1ccc(NC(=S)NC(=O)C2CCC2)cc1 | -3% | u | 0 | -26% | -4.4% | 4 | 2% | -4% | 8%
CCOC(=O)c1c(C)oc2ncnc(NCCCN3CCN(c4cc(C)ccc4C)CC3)c12 | 4% | 1% | 0 | -20% | -0.4% | -1 | -1% | -1% | -8%
Cc1ccc2[nH]c(C(=O)N3CCCC(Nc4ccc(F)cc4)C3)cc2c1 (configuration not stated) | 3% | -2% | 2 | -14% | 3.1% | 0 | -2% | 4% | -7%
Cc1ccn2c(NC(=O)C(C)(C)Oc3ccc(Cl)cc3)c(-c3cccs3)nc2c1 | 0% | -6% | -2 | -2% | 0.8% | 1 | -1% | 3% | 0%

Molecules shown so far that have fluorine (6):
SMILES | Vif-APOBEC3G blk | Vif-APOBEC3F blk | LDHA inh | USP1-UAF1 inh | RXFP1 ag | PI4K2A block | GRP78 ERSR act | mIDH1 inhibitor | TrxR1 substrate
O=C(Nc1ccc(F)cc1)N1CCCN(c2nccc(C(F)(F)F)n2)CC1 | 5% | 4% | 0 | -10% | 2.6% | -2 | -6% | 0% | -2%
O=C(Nc1ccc(Cl)c(Cl)c1)Nc1ccc(Br)cc1F | 6% | -13% | -8 | -23% | -0.9% | 1 | -5% | 8% | -13%
COc1cc(C2C(Oc3ccccc3C)C(=O)N2Cc2ccc(F)cc2)cc(OC)c1OC (configuration not stated) | -1% | -11% | -1 | -18% | 0.1% | 4 | -1% | 0% | 14%[57.1 µM]
COc1ccc(N2C(=O)CSC23C(=O)N(Cc2ccccc2F)c2ccccc23)cc1Cl (configuration not stated) | 1% | -3% | -8 | -18% | 0.1% | -11 | -2% | -18% | -2%
O=C(NCC1CCCO1)c1cc2n(n1)C(C(F)(F)F)CC(c1ccc(Br)cc1)N2 (configuration not stated) | 0% | -4% | -4 | -20% | 0.2% | -3 | -3% | -1% | 4%[57.1 µM]
Cc1ccc2[nH]c(C(=O)N3CCCC(Nc4ccc(F)cc4)C3)cc2c1 (configuration not stated) | 3% | -2% | 2 | -14% | 3.1% | 0 | -2% | 4% | -7%

An excerpt; rates above refer to the full screens.
